ELG1 DNA repair: blocks ELG1-dependent DNA repair in HEK293T cells; HEK293T ELG1-luciferase reporter, luminescence, 16 h; DNA damage induced by 5-fluorouridine; Potency, µM (titrated, usually from 46.1 µM), for the others: at the highest dose activity change, negative = inhibition, usual class: inhibitors; 330,000 compounds, 2.3% hits; AID 504467; also: potency is read from the fitted curve at half-maximal effect; % is scaled to controls: 0 for no effect and ±100 for the full control effect; nearly all actives have a fitted effect of over 55% in size
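Reporter activity after DNA damage by 5-fluorouridine is monitored. Compound-treated cells incubate 16 hr at 37 °C, then ONE-Glo is added for 30 min before luminescence reading.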
Chronic BCR inh: chronic active BCR signaling inhibition. ABC-DLBCL IkBa-CBG/CBR reporter, luminescence ratio, 4 h. Potency, µM (top dose mostly 46.1 µM), inactives show at the top dose ratio change, negative = lower green/red ratio, actives largely listed as inhibitors. 340,000 compounds, 0.05% hits; active = well fitted inhibition curve with a large enough effect in the signal ratio, with a control signal flat, not every such curve was filed as active; inconclusive = small, poorly fitted or top-dose-only effect, or effect the other way, or a change in a side signal; the % refers to the signal ratio;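 also: potency is read from the fitted curve at half-maximal effect; plate controls were basal doxycycline-induced cells for no effect and cells given 10 µM MG132 for full effect; MG132 reads +100%, hits lower the ratio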
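Doxycycline induced both beetle luciferases in TMD8 lymphoma cells; IKK-driven degradation limits the IkappaBalpha-fused green signal, while red luminescence normalises for cell number and nonspecific effects. Compounds tested up to 46 uM, 4 hrs.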
Tb PFK inh: T. brucei PFK enzyme inhibition. O15648. T. brucei PFK, ADP-Glo luminescence. Potency, µM (doses to about 57.5 µM), for the others: top-dose activity, negative = inhibition, most hits filed as inhibitors. 330,000 compounds, 0.17% hits;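 also: potency is read from the fitted curve at half-maximal effect; 0% = uninhibited 1x PFK enzyme wells and -100% = no-enzyme wells; nearly all actives have a fitted effect of over 60% in size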
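PFK 1.25 nM, F6P 0.5 mM, ATP 0.1 mM, 0.1 M TEA pH 8.0, 5 mM MgCl2, 0.01% Tween20, 0.1% BSA; 45 min RT. ADP-Glo readout. qHTS titration up to 57 uM; curves fitted, compounds curve-classed.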
TSG101-PTAP inh: blocks PTAP/TSG101 interaction to inhibit HIV-1 budding; Fluorescence polarization, FITC-PTAP peptide / Tsg101 binding; Potency, µM (doses to about 115 µM), without a hit: top-dose activity change, negative = inhibition, usual class: inhibitors; 340,000 tested, under 10 active; Q99816; active = well fitted inhibition curve with a large enough effect in the main read-out, with a control signal flat, not every such curve was filed as active; inconclusive = small, poorly fitted or top-dose-only effect, or effect the other way, or a change in a side signal; inactive = no such curve, though single readings can be large or run the other way; also: potency is read from the fitted curve at half-maximal effect; % of control where 0% means no effect
Target sequence (Q99816 whole entry, looked up): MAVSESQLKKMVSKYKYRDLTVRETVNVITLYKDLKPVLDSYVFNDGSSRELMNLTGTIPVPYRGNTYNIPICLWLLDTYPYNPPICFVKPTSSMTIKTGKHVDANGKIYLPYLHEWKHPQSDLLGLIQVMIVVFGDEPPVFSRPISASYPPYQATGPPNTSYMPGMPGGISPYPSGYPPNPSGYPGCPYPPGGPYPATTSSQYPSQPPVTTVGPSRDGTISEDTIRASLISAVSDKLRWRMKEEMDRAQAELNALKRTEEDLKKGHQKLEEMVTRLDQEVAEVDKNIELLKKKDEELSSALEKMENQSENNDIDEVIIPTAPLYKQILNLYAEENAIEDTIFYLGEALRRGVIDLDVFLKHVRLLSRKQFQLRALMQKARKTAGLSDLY
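Steps: Tsg101 binding domain dispensed (10 uM final), compounds pinned in DMSO, FITC-labeled PTAP-motif peptide added (50 nM final); after 20 min binding at room temperature, polarization measured.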
a7 integrin act: activates integrin-mediated alleviation for muscular dystrophy. alpha7betagal myoblasts, beta-gal FDG fluorescence, 48 h. Potency, µM (doses to about 38.3 µM), inactives show top-dose activation, hits mostly activators. 350,000 compounds, 0.064% hits;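 also: potency is read from the fitted curve at half-maximal effect; 100% = response of the positive control SU9516; nearly all actives have a fitted effect of over 60% in size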
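alpha7betagal+/- myoblasts (passage 13, 250/well) treated 48 h at 37C with compounds at 1:260 dilution of DMSO stock. Lysed, then beta-galactosidase activity read as FDG fluorescence (ex 480/em 540) after 30 min, with pre-read for autofluorescence.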
TCR activator: T cell receptor activation. primary human leukocytes, anti-CD3, IL-2 HTRF, 48 h. Potency, µM (titrated, usually from 9.22 µM), for inactives: at the top dose activation of IL-2 secretion, hits mostly activators. 330,000 tested, under 10 active. AID 504894; also: % of control where 0% means no effect
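Primary human leukocytes receive a-CD3 beads and test compound and are incubated 48 hr. Secreted IL-2 is then assayed by HTRF, measuring 665nm acceptor emission after 320nm excitation of the europium donor.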
Eya2 phos inh: blocks the phosphatase activity of human Eya2. O00167. Potency, µM (top dose mostly 76.9 µM), for the others: top-dose activity, negative = inhibition, usual class: inhibitors. recombinant Eya2, OMFP fluorescence dephosphorylation (OMFP is methylfluorescein phosphate). AID 488837. 330,000 compounds, 0.006% hits; also: potency is read from the fitted curve at half-maximal effect; % is scaled to controls: 0 for no effect and ±100 for the full control effect
Target sequence (O00167 whole entry, looked up): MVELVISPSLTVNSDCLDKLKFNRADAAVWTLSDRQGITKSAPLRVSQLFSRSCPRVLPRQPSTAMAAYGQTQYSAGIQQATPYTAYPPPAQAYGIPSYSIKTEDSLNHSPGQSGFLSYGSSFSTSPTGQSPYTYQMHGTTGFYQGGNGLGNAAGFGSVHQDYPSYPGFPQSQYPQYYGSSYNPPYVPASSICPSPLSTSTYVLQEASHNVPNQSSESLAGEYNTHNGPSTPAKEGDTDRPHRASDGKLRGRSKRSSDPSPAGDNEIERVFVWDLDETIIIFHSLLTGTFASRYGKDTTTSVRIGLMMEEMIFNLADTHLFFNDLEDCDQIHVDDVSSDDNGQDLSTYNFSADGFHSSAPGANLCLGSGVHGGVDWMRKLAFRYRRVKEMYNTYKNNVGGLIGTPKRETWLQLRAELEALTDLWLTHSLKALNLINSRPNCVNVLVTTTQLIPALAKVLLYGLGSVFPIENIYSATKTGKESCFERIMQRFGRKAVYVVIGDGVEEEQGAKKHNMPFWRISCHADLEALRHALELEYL
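Eya2 (0.2 uM) preincubated 10 min at ambient with compound, then OMFP substrate added at 50 uM; 10 min reaction in 50 mM HEPES pH 7.5, 50 mM NaCl, 5 uM MgCl2, 0.05% BSA, 1 mM DTT. Fluorescence read at Ex 485/Em 525 nm.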
Mito fusion yeast: blocks mitochondrial division or promotes mitochondrial fusion. 320,000 compounds, 0.23% hits. Potency, µM (highest dose often 46.1 µM), without a hit: at the highest dose growth rescue (activation), usual class: activators. S. cerevisiae fusion-defective mutant growth rescue, CellTiterGlo 48 h;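 also: potency is read from the fitted curve at half-maximal effect; % of control where 0% means no effect; nearly all actives have a fitted effect of over 45% in size; temperature-sensitive fusion mutants such as fzo1-1 at 37 °C on non-fermentable ethanol glycerol medium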
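S. cerevisiae fusion-defective temperature-sensitive mutants (e.g. fzo1-1, mgm1-5) grown 48 h at 37C in YPEG (ethanol/glycerol non-fermentable) medium with 23 nl compound per well; growth rescue read as CellTiterGlo luminescence.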
A-T KAP1 phos: potential ataxia-telangiectasia treatment; AID 485349; […] A-T fibroblasts, KAP-1 phosphorylation AlphaLISA; neocarzinostatin DNA damage 30 min before lysis; Potency, µM (titrated, usually from 57.5 µM), for the others: at the top dose activation, hits mostly activators; 320,000 compounds, 0.19% hits; also: potency is read from the fitted curve at half-maximal effect; % of control where 0% means no effect; nearly all actives have a fitted effect of over 45% in size
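hTERT-immortalized A-T patient fibroblasts ([…]), 500 cells/well in OPTI-MEM, 1% FBS, got compounds for 60 min, then NCS for 30 min at 37C. Lysates were then assayed for phospho-KAP-1 by AlphaLISA (anti-pKAP1 donor, anti-KAP1 acceptor beads), 6 hr at 25C.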
S-ASM inh: blocks human secretory acid sphingomyelinase | 340,000 compounds, 0.006% hits | Potency, µM (titrated, usually from 57.5 µM), inactives show at the top dose activity change, negative = inhibition, most hits filed as inhibitors | P17405 | placental ASM, HMU-PC fluorogenic substrate, 60 min | AID 504937; also: potency is read from the fitted curve at half-maximal effect
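Human placenta-derived ASM enzyme was preincubated with compound for 10 minutes at room temperature, then given fluorogenic substrate HMU-PC0 (9 uM final) for 60 minutes at 37 °C; a pH 10 stop preceded fluorescence reading at Ex 386/Em 447 nm.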
TSHR antagonist: antagonists of human thyroid stimulating hormone receptor. activity change, negative = inhibition, % at 11.5 µM. AID 504810. P16473. 330,000 compounds, 0.2% hits. TSHR-expressing cells, TSH-stimulated cAMP HTRF, 2 h; hits give low values;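 active = activity change below a set negative limit, meaning inhibition stronger than a set level, cut at about -70% in these data; inconclusive = activity change between two set negative limits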; also: % is scaled to controls: 0 for no effect and ±100 for the full control effect
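Freshly harvested TSHR cells receive pin-tooled compound, then EC80 TSH at 4nM final. After 2 hours at 37 deg C, antibody in lysis buffer and cAMP-d2 are added; 30 minutes at ambient temperature precede the HTRF read.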
* = called active by the depositor; ? = inconclusive; / = not tested or not shown; [ ] = dose if it differs, or a comment. Unless noted, calls follow the shape of the dose curve; as a rule, active = well fitted curve in the direction sought with a large enough effect; inconclusive = small, poorly fitted or top-dose-only effect, or another doubt; inactive = no such curve, though single readings can be large; an effect the other way counts as inactive or inconclusive.

Values run as follows: TSHR antagonist | Tb PFK inh | Chronic BCR inh | ELG1 DNA repair | TCR activator | Mito fusion yeast | a7 integrin act | TSG101-PTAP inh | Eya2 phos inh | A-T KAP1 phos | S-ASM inh
[1] CCOC(=O)c1c(C)[nH]c(C)c1C(=O)C(Cc1ccccc1)N(C)C (configuration not stated)
    -4.0 | -5.2% | ? | 1.4% | 9.8% | 10.0% | 0.7% | -8.6% | 1.4% | 0.0% | -0.9%
[2] CCC1(c2cccc(O)c2)CCCCN(C)C1 (configuration not stated)
    2.9 | -6.4% | 4.6% | 2.0% | 3.7% | -2.8% | / | 0.2% | 12.9% | -10.7% | -6.1%
[3] COc1ccc(-c2coc3cc(OC(=O)N4CCOCC4)ccc3c2=O)cc1
    -14.2 | 1.6% | -4.2% | ? | -4.7% | -5.4% | -11.0% | -4.3% | -13.3% | 1.4% | 4.8%
[4] CCn1cc(/C=c2/sc3n(c2=O)C2c4ccccc4OC(C)(N=3)C2C(=O)OC)c(C)n1 (configuration not stated)
    -9.7 | 5.9% | 2.6% | ? | 0.8% | 3.0% | 24.8% | -2.5% | -4.2% | 4.5% | -0.3%
[5] Cc1ccc2[nH]c(=S)n(-c3cccnc3)c(=O)c2c1
    -2.5 | -4.9% | 0.6% | -4.8% | 1.0% | 4.7% | -0.4% | -4.9% | -2.2% | -3.4% | 2.5%
[6] Cc1ccc(C(=O)C2CN3CCC2CC3)cc1 (configuration not stated)
    12.0 | -6.5% | ? | 18.0% | 0.7% | 6.9% | 4.6% | -6.6% | -5.0% | -5.8% | -0.1%
[7] Cc1ccccc1NC(=O)c1cc(-c2ccccc2)n(CCCN2CCOCC2)c1C
    -6.2 | 0.1% | -2.4% | -19.1% | 6.3% | -4.1% | -8.7% | 0.8% | 9.3% | -8.7% | 3.1%
[8] O=C(c1ccc(CNS(=O)(=O)c2ccc(Br)cc2)cc1)N1CCC2(CC1)OCCO2
    -3.6 | 0.5% | -0.4% | ? | -10.4% | -9.5% | -7.9% | 0.9% | 1.5% | 1.1% | 2.2%
[9] O=C(Cc1ccc(Cl)c(Cl)c1)NCC1(N2CCOCC2)CCCCC1
    -23.2 | -21.0% | 5.8% | 1.2% | 2.8% | 6.2% | 17.3% | -1.9% | -21.1% | 0.8% | -2.4%
[10] C[C@@H]1CN(C2CCC(C#N)(c3ccc(F)cc3)CC2)CC[C@]1(C(=O)O)c1ccccc1 (some centres not stated)
    -1.8 | 1.1% | 3.4% | 0.3% | -14.2% | 3.3% | / | 0.4% | -8.2% | -5.2% | -1.3%

Single values from the results shown:
cpd 1 @ ELG1 DNA repair: 1.4%
cpd 5 @ A-T KAP1 phos: -3.4%
cpd 4 @ TSG101-PTAP inh: -2.5%
cpd 8 @ S-ASM inh: 2.2%

Carrying on:
Values run as follows: TSHR antagonist | Tb PFK inh | Chronic BCR inh | ELG1 DNA repair | TCR activator | Mito fusion yeast | a7 integrin act | TSG101-PTAP inh | Eya2 phos inh | A-T KAP1 phos | S-ASM inh
[11] COc1ccc(/C=C2/C(=O)N(Cc3ccco3)C(=O)N(C(C)C)C2=O)cc1
    14.7 | -5.7% | 0.2% | 4.9% | 9.4%[46.1 µM] | -5.3% | 0.6% | 5.0% | 10.8% | -4.2% | 0.0%
[12] CSc1nnc(C2CCNCC2)n1C
    9.0 | -2.6% | -14.5% | -3.7% | -1.5% | 0.4% | -2.6% | -0.1% | -0.4% | 3.1% | 1.1%
[13] Cc1ccc2c(c1)CNc1ccccc1O2
    -9.1 | -4.5% | 0.6% | ? | 1.8% | 4.0% | 23.7% | -7.0% | 12.5% | -3.2% | 0.1%
[14] CC(C)C(=O)N1CCC(CN=Cc2c(O)n(C3CCCCC3)c(=O)n(C3CCCCC3)c2=O)CC1
    -8.0 | 0.4% | 0.5% | ? | -12.1% | 26.4% | -54.8%[inhibitor] | -8.4% | -5.9% | 8.1% | -17.9%
[15] CCCCCCN=Cc1c(O)n(C)c(=O)n(C)c1=O
    -4.5 | -0.9% | 6.9% | -17.0% | -3.2% | 0.2% | -0.5% | -4.3% | -16.3% | 4.5% | 0.4%
[16] CCc1ccc(-n2c(O)c(/C=N/N3CCCCC3c3cccnc3)c(=O)[nH]c2=O)cc1 (configuration not stated)
    1.7 | -3.0% | -9.5% | -3.2% | -2.3%[46.1 µM] | -1.9% | 17.1% | -0.9% | -10.9% | 0.4% | -1.7%
[17] OC(c1cc(-c2ccc(C(F)(F)F)cc2)nc(C(F)(F)F)c1)C1CCCCN1 (configuration not stated)
    -27.0 | -3.7% | ? | ? | 15.3% | -74.2%[inhibitor] | -60.8%[inhibitor] | -8.7% | -13.6% | 39.8µM* | -21.3%
[18] O=C(Nc1cccc(Cl)c1)c1cnc[nH]1
    7.8 | -22.5% | ? | ? | -1.6% | 22.4% | 0.0% | 0.9% | -18.0% | -1.1% | -1.0%
[19] Cc1ccccc1-n1c(-c2ccoc2)nc2ccccc2c1=O
    -9.8 | 1.1% | -0.6% | -24.3% | 3.4% | 3.7% | 6.9% | -4.6% | -23.7% | 1.9% | 12.6%
[20] Cc1ccnc(-n2c(C)nc3ccccc3c2=O)c1
    6.3 | -6.1% | -3.9% | ? | 1.7%[46.1 µM] | -4.7% | 3.9% | -5.2% | -34.8% | 0.2% | -0.5%
[21] c1ccc(CCNCc2cccs2)cc1
    -9.3 | 2.2% | 1.1% | 3.0% | -2.3% | 1.1% | 9.8% | -1.0% | 4.2% | -4.4% | 4.5%
[22] COc1cc(N)c(Cl)cc1C(=O)NC1CN2CCC1CC2 (configuration not stated)
    3.2 | 0.7% | 6.9% | / | / | 23.0% | / | / | 5.9% | / | /

In a second layout: results already given
item | canonical_smiles | TSHR antagonist | Tb PFK inh | Chronic BCR inh | ELG1 DNA repair | TCR activator | Mito fusion yeast | a7 integrin act | TSG101-PTAP inh | Eya2 phos inh | A-T KAP1 phos | S-ASM inh
11 | COc1ccc(/C=C2/C(=O)N(Cc3ccco3)C(=O)N(C(C)C)C2=O)cc1 | 14.7 | -5.7% | 0.2% | 4.9% | 9.4%[46.1 µM] | -5.3% | 0.6% | 5.0% | 10.8% | -4.2% | 0.0%
12 | CSc1nnc(C2CCNCC2)n1C | 9.0 | -2.6% | -14.5% | -3.7% | -1.5% | 0.4% | -2.6% | -0.1% | -0.4% | 3.1% | 1.1%
13 | Cc1ccc2c(c1)CNc1ccccc1O2 | -9.1 | -4.5% | 0.6% | ? | 1.8% | 4.0% | 23.7% | -7.0% | 12.5% | -3.2% | 0.1%

Four of these compounds in another layout.
11	COc1ccc(/C=C2/C(=O)N(Cc3ccco3)C(=O)N(C(C)C)C2=O)cc1
12	CSc1nnc(C2CCNCC2)n1C
13	Cc1ccc2c(c1)CNc1ccccc1O2
14	CC(C)C(=O)N1CCC(CN=Cc2c(O)n(C3CCCCC3)c(=O)n(C3CCCCC3)c2=O)CC1

screen / no. | 11 | 12 | 13 | 14
TSHR antagonist | 14.7 | 9.0 | -9.1 | -8.0
Tb PFK inh | -5.7% | -2.6% | -4.5% | 0.4%
Chronic BCR inh | 0.2% | -14.5% | 0.6% | 0.5%
ELG1 DNA repair | 4.9% | -3.7% | ? | ?
TCR activator | 9.4%[46.1 µM] | -1.5% | 1.8% | -12.1%
Mito fusion yeast | -5.3% | 0.4% | 4.0% | 26.4%
a7 integrin act | 0.6% | -2.6% | 23.7% | -54.8%[inhibitor]
TSG101-PTAP inh | 5.0% | -0.1% | -7.0% | -8.4%
Eya2 phos inh | 10.8% | -0.4% | 12.5% | -5.9%
A-T KAP1 phos | -4.2% | 3.1% | -3.2% | 8.1%
S-ASM inh | 0.0% | 1.1% | 0.1% | -17.9%

Assay outcomes as filed in PubChem BioAssay.

Not all compounds are listed. The share of hits here may be higher or lower than overall.
